CAL PDZ FP-1: human CAL PDZ-peptide interaction inhibition | Q9HD26 | purified CAL PDZ, TMR-peptide fluorescence polarization, 1 h | inhibition, % at 20 µM | hit rate 0.02% among 330,000 | AID 504414;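 active = highest replicate inhibition of at least 40%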;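 also: plate controls were DMSO neutral control wells for no effect and unlabeled competitor peptide control wells for full effect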
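Read-out basis: mP drop reported as inhibition | Assay system: Tagged CAL PDZ protein CerCALP, purified | Benchmarks: Unlabelled peptide for full inhibition, DMSO wells as neutral | Schedule: 1 h incubation at room temperature before polarization reading | Buffer or medium: Sodium phosphate/NaCl buffer pH 7.4 with TCEP, IgG, Thesit | Doses: Single point, 20 µM | Measured by: Fluorescence polarization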
SR-BI DiI inh: blocks mouse SR-BI lipid uptake from DiI-HDL; hit rate 0.96% among 320,000; ldlA[mSR-BI] CHO cells, DiI-HDL uptake fluorescence, 3 h; inhibition, % at 12.5 µM; AID 488896; Q61009;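 active = mean replicate inhibition of at least 70% and a set share of replicates each scoring 70 or more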;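 also: 0% = median of neutral control wells and 100% = median of positive control wells; values of inactives mirror those of a sister screen read the other way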
Target sequence (Q61009 whole entry, looked up): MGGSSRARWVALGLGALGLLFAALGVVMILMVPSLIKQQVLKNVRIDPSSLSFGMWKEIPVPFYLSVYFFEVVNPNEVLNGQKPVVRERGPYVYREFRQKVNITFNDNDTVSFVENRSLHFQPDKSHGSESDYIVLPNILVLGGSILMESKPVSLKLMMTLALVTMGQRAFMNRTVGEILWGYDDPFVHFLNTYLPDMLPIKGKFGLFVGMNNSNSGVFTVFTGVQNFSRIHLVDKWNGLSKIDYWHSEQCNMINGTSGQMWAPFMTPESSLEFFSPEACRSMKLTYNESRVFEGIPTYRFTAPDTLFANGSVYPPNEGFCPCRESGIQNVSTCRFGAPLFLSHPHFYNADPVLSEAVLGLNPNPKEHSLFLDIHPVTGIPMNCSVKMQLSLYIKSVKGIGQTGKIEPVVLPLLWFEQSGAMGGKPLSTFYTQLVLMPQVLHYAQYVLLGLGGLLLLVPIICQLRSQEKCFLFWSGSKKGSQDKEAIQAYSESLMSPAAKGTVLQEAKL
E coli growth: bacterial growth inhibition, counter-screen for AddAB inhibitors; E. coli V3065 growth, OD600 absorbance, 18 h; inhibition, % at 11.9 µM; hit rate 0.27% among 330,000; AID 449728;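 active = inhibition above the campaign's mean inhibition across all tested compounds plus 3 SD, cut at about 9.9% in these data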;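 also: uninfected addAB+ strain grown without phage in ampicillin broth; 0% = DMSO wells and 100% = ciprofloxacin 0.95 µg/ml wells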
MITF act: activators of MITF-driven TRPM1 promoter activity in SK-MEL-5 cells; AID 588334; activation, % at 12.5 µM; SK-MEL-5 TRPM1-promoter luciferase, 24 h; % of positive control, neutral wells = 0; hit rate 0.75% among 300,000;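 active = mean activation of at least 80% with every replicate also reaching 80%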;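 also: 0% = neutral control wells and 100% = parthenolide positive control wells; values of inactives mirror those of a sister screen read the other way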
AddAB inh: less growth of phage-infected E. coli with AddAB | hit rate 0.29% among 330,000 | E. coli expressing H. pylori AddAB, absorbance growth | AID 435030 | inhibition, % at 11.9 µM; in the data active = inhibition above about 12%;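 also: 0% = vehicle wells of infected cells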
SR-BI uptake up: SR-BI HDL lipid transfer activation; CHO ldlA[mSR-BI] cells, DiI-HDL uptake fluorescence, 3 h; 100 = double the neutral-control signal; activation, % at 12.5 µM; hit rate 0.096% among 320,000;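 active = mean replicate activation of at least 60% and every replicate at or above 60%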;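 also: 0% = median plate neutral-control signal and 100% = twice that signal; values of inactives mirror those of a sister screen read the other way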
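System: LDL receptor-deficient CHO ldlA cells overexpressing murine SR-BI | Timing: 3 h uptake period with compound, 37 °C | Medium: HEPES-buffered (25 mM, pH 7.4) F12 plus 0.5% BSA | Dosing: Single-point compound dose | Signal: Bottom-read fluorescence, 550/595 nm | Read-out: Retained DiI signal reflecting DiI-HDL uptake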
Tat transport: E. coli Tat transport inhibition; E. coli MC4100 TorA-mCherry Tat export, fluorescence; inhibition, % at 10 µM; hit rate 0.036% among 340,000;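 active = mean replicate inhibition at least 50% and at least half of replicates individually reaching 50%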;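 also: exported cargo escapes ClpAP degradation while cytoplasmic cargo is degraded and loses fluorescence; 0% = median of neutral control wells and 100% = median of NaSCN control wells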
Wnt bcat act: Wnt/beta-catenin pathway activation | hit rate 1.2% among 300,000 | Wnt/beta-catenin reporter cell assay, activator, plate reader | activation, % at 9.35 µM; in the data active = activation above about 30%, passing the limit was not always enough;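 also: 0% = neutral control wells and 100% = positive control wells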
phage Ecoli inh: E. coli growth loss with phage present. growth absorbance. inhibition, % at 11.9 µM. hit rate 0.26% among 360,000; in the data active = inhibition above about 11%
CAL PDZ FP-2: blocks peptide binding to the human CAL PDZ domain | purified CAL PDZ, TMR-peptide fluorescence polarization, 1 h | inhibition, % at 24.9 µM | hit rate 0.92% among 300,000 | AID 602252;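 active = mean inhibition of at least 30% with at least half of replicates also reaching 30%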;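 also: 0% = DMSO neutral control and 100% = excess unlabeled competitor peptide PRC23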
Starred values were filed as active, the others as inactive; x = no result given.

The first 3 records (preview)
SMILES | CAL PDZ FP-1 | SR-BI DiI inh | E coli growth | MITF act | AddAB inh | SR-BI uptake up | Tat transport | Wnt bcat act | phage Ecoli inh | CAL PDZ FP-2
CCCS(=O)(=O)N1CCN=C1SCc1cccc(F)c1 | -3.0 | 13 | -2.1 | 5 | -0.2 | -13 | -3 | 2 | -0.9 | -3
Cc1ccc(C(=O)OCC(=O)c2ccc(Cl)s2)s1 | -0.9 | -19 | 2.9 | 31 | -3.0 | 19 | -2 | x | 4.7 | 1
CN(CC(=O)Nc1ccccc1C(=O)NC1CC1)Cc1ccccc1F | -6.1 | -10 | x | 6 | x | 10 | 3 | 0 | 3.2 | x

The list itself, previewed entries included:
SMILES | CAL PDZ FP-1 | SR-BI DiI inh | E coli growth | MITF act | AddAB inh | SR-BI uptake up | Tat transport | Wnt bcat act | phage Ecoli inh | CAL PDZ FP-2
CCCS(=O)(=O)N1CCN=C1SCc1cccc(F)c1 | -3.0 | 13 | -2.1 | 5 | -0.2 | -13 | -3 | 2 | -0.9 | -3
Cc1ccc(C(=O)OCC(=O)c2ccc(Cl)s2)s1 | -0.9 | -19 | 2.9 | 31 | -3.0 | 19 | -2 | x | 4.7 | 1
CN(CC(=O)Nc1ccccc1C(=O)NC1CC1)Cc1ccccc1F | -6.1 | -10 | x | 6 | x | 10 | 3 | 0 | 3.2 | x
Cc1cccc(CC(C)NC(=O)c2cc(COc3ccc(F)cc3F)on2)n1 (centres undefined) | -1.9 | 5 | 0.8 | 15 | 2.9 | -5 | -2 | 8 | -0.1 | -4
CCc1cc(=O)oc2cc(C)cc(OCC(=O)NCc3ccccn3)c12 | -1.3 | 3 | 1.7 | 4 | 0.9 | -3 | 1 | -1 | 0.3 | 6
COc1ccc(COc2cc(-c3cccc(OC)c3)nc3ccc(NC(=O)c4ccc(N(C)C)cc4)cc23)cc1 | 0.0 | 90* | -2.1 | 0 | 2.1 | -90 | 6 | x | x | 0
CCCNC(=O)c1ccccc1NC(=O)c1ccccc1SC | -2.7 | -11 | -1.3 | -2 | 4.8 | 11 | 10 | -6 | 2.9 | -3
CCOc1ccc(CCNC(=O)COC(=O)Cn2nc(C)c([N+](=O)[O-])c2C)cc1OCC | -1.9 | 2 | 1.3 | 0 | -1.9 | -2 | 10 | 2 | -1.1 | -6
O=C(c1ccccc1F)N1CCN(c2cnn(-c3cccc(Cl)c3)c(=O)c2Cl)CC1 | -2.4 | 13 | -1.1 | -13 | 2.1 | -13 | -5 | -5 | 2.8 | 1
Cc1cc(C)nc(/N=C2\NC(=O)CC(C(=O)O)N2CCc2c[nH]c3ccccc23)n1 (centres undefined) | -0.8 | -16 | 1.2 | x | -1.6 | 16 | -4 | 2 | 1.4 | x

Overlap with the part before: three compounds; new compounds follow.
SMILES | CAL PDZ FP-1 | SR-BI DiI inh | E coli growth | MITF act | AddAB inh | SR-BI uptake up | Tat transport | Wnt bcat act | phage Ecoli inh | CAL PDZ FP-2
CCOc1ccc(CCNC(=O)COC(=O)Cn2nc(C)c([N+](=O)[O-])c2C)cc1OCC | -1.9 | 2 | 1.3 | 0 | -1.9 | -2 | 10 | 2 | -1.1 | -6
O=C(c1ccccc1F)N1CCN(c2cnn(-c3cccc(Cl)c3)c(=O)c2Cl)CC1 | -2.4 | 13 | -1.1 | -13 | 2.1 | -13 | -5 | -5 | 2.8 | 1
Cc1cc(C)nc(/N=C2\NC(=O)CC(C(=O)O)N2CCc2c[nH]c3ccccc23)n1 (centres undefined) | -0.8 | -16 | 1.2 | x | -1.6 | 16 | -4 | 2 | 1.4 | x
CC1CCN(S(=O)(=O)c2ccc(NC(=O)Cc3ccccc3)cc2)CC1 | -3.2 | -14 | -0.1 | 7 | 1.8 | 14 | 0 | -2 | 4.5 | -2
CCCNC(=O)C1CC(=O)N(c2ccc(OCC)cc2)C1 (centres undefined) | -1.8 | -3 | -1.7 | 4 | 0.8 | 3 | -2 | -1 | -0.9 | 7
COc1ccc(-c2csc(NC(=O)c3ccc(N4C(=O)CCC4=O)cc3)n2)cc1 | -0.9 | 40 | 0.4 | -6 | 0.5 | -40 | 4 | -2 | 2.8 | x
O=C(CSc1nc2ccccc2n1S(=O)(=O)c1ccccc1)N1CCCC1 | -0.1 | -13 | -0.6 | 6 | 2.0 | 13 | 9 | x | 2.2 | -4
Cc1ccc(C(=O)Cn2ncsc2=N)cc1 | -1.5 | -7 | 0.2 | 50 | 1.3 | 7 | -6 | x | 0.9 | -7
Cc1ccc(S(=O)(=O)C2(C(=O)N3CCCC(C)C3)CC2)cc1 (centres undefined) | -0.6 | -7 | -2.1 | 2 | 0.1 | 7 | 0 | 0 | x | 1
O=C(COc1ccccc1[N+](=O)[O-])Nc1ccc2c(c1)CCC2 | -0.8 | 30 | 0.2 | 111* | 0.3 | -30 | -11 | 29 | 3.1 | -1
CCOC(=O)C(CC)n1cnc2c(nnn2-c2cccc(OC)c2)c1=O (centres undefined) | -0.7 | -6 | -1.8 | 0 | 0.6 | 6 | 1 | 2 | 2.1 | 5
COCc1[nH]c(=S)[nH]c(=O)c1C | 0.0 | -8 | -1.8 | 0 | 3.7 | 8 | -1 | -1 | 4.4 | -1
CCOC(=O)c1c[nH]c(=S)n1C | -0.3 | -7 | -0.1 | x | -0.7 | 7 | -5 | 27 | 0.4 | -7
CCCCn1c(CN2CCN(c3ccc(F)cc3)CC2)nc2c1c(=O)n(C)c(=O)n2C | -1.3 | 2 | 0.0 | -4 | -1.6 | -2 | -6 | -3 | 1.8 | -8
CCN(CC)c1ccc(C=N/C(C#N)=C(\N)C#N)cc1 | -2.4 | 7 | -3.0 | 38 | 0.2 | -7 | 6 | x | 3.2 | x
CCN1C(=O)c2ccccc2S(=O)(=O)c2ccc(C(=O)N3CCOCC3)cc21 | 0.1 | x | -0.6 | 2 | -3.7 | x | -3 | -1 | 2.1 | x
COc1cccc(C(=O)NC(=S)Nc2ccccc2N2CCCCC2)c1 | -2.4 | 37 | 0.1 | -12 | -3.5 | -37 | 22 | -2 | -0.3 | -1
Fc1ccc(NCc2ccccc2F)cc1Cl | -0.5 | 5 | -0.6 | 13 | -2.1 | -5 | -5 | -2 | 3.1 | -2
O=C(O)CSC(C(=O)Nc1ccc(Br)cc1)c1ccccc1 (centres undefined) | -1.8 | -6 | -0.9 | 8 | 0.7 | 6 | -4 | 1 | 0.0 | 4
COc1ccc(C2N(c3ccc(Cl)cc3)C(=O)C3CCCN32)cc1 (centres undefined) | 0.0 | 5 | 1.5 | 1 | 2.5 | -5 | -8 | -1 | 2.6 | 4
C/C(=C\c1cccc(Br)c1)C(=O)c1c(C)cc(C)[nH]c1=O | -0.5 | -23 | -0.3 | x | -0.8 | 23 | -1 | -2 | 0.7 | -2
Cc1cccc(-c2ocnc2C(=O)Nc2ccccc2NC(=O)c2ccccn2)c1 | -1.5 | x | 0.2 | -10 | 2.7 | x | 1 | 1 | -0.2 | 1
Cc1ccc2nc3c(c(Nc4ccc(O)cc4)c2c1)CCC3 | -0.2 | -10 | 0.6 | 14 | 2.9 | 10 | 2 | 0 | 0.6 | -1
CCCCC(=O)NC(=S)NNC(=O)c1ccc(OC)cc1 | 0.8 | -47 | -8.8 | -19 | -7.0 | 47 | 8 | -6 | -4.3 | 3
Cc1cccc(OCC(=O)Nc2ccc(S(=O)(=O)Nc3cc(C)nc(C)n3)cc2)c1 | 0.2 | -12 | 0.7 | -3 | -0.3 | 12 | 1 | 1 | 2.3 | 1
CC1=C(c2ccc(C)cc2)S(=O)(=O)N(CC(=O)O)C1=O | -0.3 | -10 | -1.2 | 10 | 2.5 | 10 | -4 | x | 0.9 | 0
Cc1ccc(OCCNC(=O)c2cccc(S(=O)(=O)NCc3ccccc3)c2)cc1 | -2.5 | 15 | x | -38 | x | -15 | 3 | -10 | -4.2 | -6
C=C1CC(C(=O)N/N=C/c2ccccc2)C1 | -1.2 | -4 | -0.3 | 7 | 5.7 | 4 | -5 | -4 | 2.0 | -8
Cc1ccc(S(=O)(=O)C2(C(=O)NCCc3ccccc3)CC2)cc1 | 0.9 | -8 | 1.2 | 3 | -0.7 | 8 | -11 | 0 | 2.3 | 2
Cc1ccc(-c2cc(C(=O)N3CCc4ccccc4C3)[nH]n2)cc1C | -1.3 | -2 | -0.8 | 28 | 0.4 | 2 | -4 | 1 | 0.6 | -3
O=C(COC(=O)c1cccs1)NC12CC3CC(CC(C3)C1)C2 | -2.9 | 5 | 3.6 | -7 | 1.6 | -5 | -3 | x | 3.5 | 3
COc1ccccc1-c1nn2c(C(F)(F)F)nnc2s1 | -1.6 | -1 | -1.8 | x | 0.6 | 1 | 1 | 2 | 1.2 | 7
C=C(C)C1CC=C(C)/C(=N/NC(=O)CNc2ccc(C)cc2C)C1 (centres undefined) | -2.3 | 0 | -1.2 | 6 | 2.6 | 0 | 1 | x | 0.8 | -2

Sorted by number of heavy atoms (descending): some entries from above
SMILES | CAL PDZ FP-1 | SR-BI DiI inh | E coli growth | MITF act | AddAB inh | SR-BI uptake up | Tat transport | Wnt bcat act | phage Ecoli inh | CAL PDZ FP-2
Cc1ccc(S(=O)(=O)C2(C(=O)NCCc3ccccc3)CC2)cc1 | 0.9 | -8 | 1.2 | 3 | -0.7 | 8 | -11 | 0 | 2.3 | 2
CCCCC(=O)NC(=S)NNC(=O)c1ccc(OC)cc1 | 0.8 | -47 | -8.8 | -19 | -7.0 | 47 | 8 | -6 | -4.3 | 3
COc1ccccc1-c1nn2c(C(F)(F)F)nnc2s1 | -1.6 | -1 | -1.8 | x | 0.6 | 1 | 1 | 2 | 1.2 | 7

(next part)
SMILES | CAL PDZ FP-1 | SR-BI DiI inh | E coli growth | MITF act | AddAB inh | SR-BI uptake up | Tat transport | Wnt bcat act | phage Ecoli inh | CAL PDZ FP-2
CCN(CC)S(=O)(=O)c1ccc(O)c(C(=O)OCC(=O)N2c3ccccc3CC2C)c1 (centres undefined) | -1.0 | 32 | 1.3 | 2 | 1.8 | -32 | 7 | 1 | -0.3 | 1
Cc1cc(C)n(-c2nnc(C)n2NS(=O)(=O)c2ccc(F)cc2)n1 | 0.3 | -4 | 0.4 | 19 | 0.3 | 4 | 4 | 0 | -1.4 | -1
COc1ccc(C(=O)c2c(O)cc(-c3ccc(OC)cc3)oc2=O)cc1 | -2.5 | -11 | -0.9 | 2 | 4.3 | 11 | -2 | 0 | 3.3 | 0
Fc1cccc(/C=N/n2c(C3CCCCC3)n[nH]c2=S)c1 | 0.1 | x | -1.9 | -9 | -1.3 | x | 0 | -1 | 1.5 | 0
CN1CCc2c(sc(NC(=O)CS(=O)(=O)c3ccccc3)c2C(N)=O)C1 | -1.3 | -11 | 1.1 | -2 | 1.0 | 11 | 5 | -2 | 4.0 | x
Cc1ccccc1NC(=O)c1ccc2c(O)c(S(=O)(=O)c3ccccc3)c(=O)[nH]c2c1 | -0.5 | -26 | 0.0 | 13 | 3.0 | 26 | -7 | 0 | 0.9 | x
O=C(NCCN1CCOCC1)c1cc2ccccc2oc1=O | -1.2 | -1 | 1.0 | 12 | 2.6 | 1 | -5 | 2 | 1.7 | -5
Cc1nc2ccccc2n1C1CCN(C(=O)Nc2ccccc2)CC1 | 0.0 | -1 | 2.9 | 3 | 1.1 | 1 | -2 | -1 | 2.4 | x

Source: PubChem
